MEKK2 mut-MEK5: MEK5 binding signal on mutant MEKK2 PB1, primary screen, biochemical, multiplex bead flow cytometry, Alexa488-MEK5. Alexa488-MEK5 binding to MEKK2 mutant. percent response, % at 10 µM. hit rate 0.35% among 290,000; in the data active = percent response above about 24%, passing the limit was not always enough; note: inactives centre near 1; some results filed as inactive read as strong as hits; reference of the scale not given here
MEKK3 PB1 HTS: modulators of MEKK3-MEK5 PB1 binding, primary screen, biochemical, wildtype MEKK3, multiplex bead flow cytometry, Alexa488-MEK5 | binding response (% of control), % at 10 µM | AID 1529, 2009 | bead-based flow cytometry, Alexa488-MEK5 binding to MEKK3; actives lie on both sides; 0 = blocked by unlabeled MEK5, 100 = vehicle | hit rate 1.4% among 290,000;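 active = binding response more than 3 SD above or below the average of its plate-row segment, actives on both sides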;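 note: Alexa488 bead fluorescence after subtracting the streptavidin-only scavenger bead signal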
PfM18AAP inh: PfM18AAP inhibitors, malaria aminopeptidase, primary screen, biochemical, QFRET, recombinant enzyme. M18 aspartyl aminopeptidase (Plasmodium falciparum 3D7). H-Glu-NHMec fluorogenic cleavage. inhibition, % at 7.35 µM. hit rate 1.2% among 290,000. AID 1822, 2009;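 active = inhibition above the campaign mean inhibition over all tested compounds plus 3 SD, cut at about 28% in these data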;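 note: 0% = plate median of test compound wells and 100% = 2 mM ZnCl2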
NALP1 yeast inh: NALP1 inflammasome inhibitors in reconstituted yeast, colorimetric, S. cerevisiae, triplicate retest. hit rate 0.61% among 280,000. S. cerevisiae NALP1/ASC/caspase-1 growth, X-gal OD620, 72 h. AID 2071, 2009. inhibition, % at 10 µM; in the data active = inhibition mostly above about 24%, no sharp cut-off; inactive = mostly below about 32%; note: some compounds called inactive have numbers as strong as hits
DNA FID counter: compounds displacing fluorescent DNA intercalator, primary screen, artefact control for HCV NS3 helicase inhibitor project, biochemical, FID fluorescence. hit rate 0.17% among 290,000. inhibition, % at 7.9 µM. AID 1845, 2009. DNA fluorescent intercalator displacement; in the data active = inhibition above about 37%;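 note: 0% = vehicle and 100% = reference compound; higher means more ethidium bromide displaced from hairpin DNA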
GPR7 antag: GPR7 receptor antagonists, primary screen, cell-based, fluorescence, single concentration | hit rate 1.1% among 290,000 | AID 1861, 2009 | GPR7-expressing cells, fluorescence antagonist assay | Neuropeptides B/W receptor type 1 (Homo sapiens), P48145 | inhibition, % at 4.4 µM; in the data active = inhibition above about 16%, passing the limit was not always enough;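 note: cells stimulated with the agonist NPW; 0% = agonist with vehicle and 100% = vehicle without agonist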
Target sequence (P48145 whole entry, looked up): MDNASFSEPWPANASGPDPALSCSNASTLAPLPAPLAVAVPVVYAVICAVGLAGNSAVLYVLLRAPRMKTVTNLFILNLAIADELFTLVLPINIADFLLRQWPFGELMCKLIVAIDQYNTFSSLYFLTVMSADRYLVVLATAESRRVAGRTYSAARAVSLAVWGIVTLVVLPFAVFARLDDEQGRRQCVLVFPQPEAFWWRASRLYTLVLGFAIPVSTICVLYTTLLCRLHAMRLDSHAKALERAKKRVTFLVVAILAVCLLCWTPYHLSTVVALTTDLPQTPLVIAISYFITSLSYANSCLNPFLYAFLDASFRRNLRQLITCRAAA
MEKK2 WT-MEK5: modulators of MEK5 binding to wildtype MEKK2, primary screen, biochemical, multiplex bead flow cytometry, Alexa488-MEK5; Mitogen-activated protein kinase kinase kinase 2 (Homo sapiens), Q9Y2U5; Alexa488-MEK5 binding to MEKK2 WT; actives lie on both sides; binding response (% of control), % at 10 µM; hit rate 1.1% among 290,000; AID 1531, 2009; in the data active = binding response below about 67% or above about 130%
OXTR ag: human OXTR agonists, primary screen, fluorescence, CHO-OTR cells, Fluo-8 calcium. Oxytocin receptor (Homo sapiens), P30559. Fluo-8 calcium fluorescence; normalized: DMSO 0%, oxytocin 100%. activation, % at 3 µM. hit rate 0.32% among 320,000. AID 2435, 2010;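 active = activation above the mean of all tested compounds plus 3 SD, cutoff set per screening run, cut at about 20% in these data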;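 note: peak over basal fluorescence ratio from a 100 s FLIPR kinetic read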
Target sequence (P30559 whole entry, looked up): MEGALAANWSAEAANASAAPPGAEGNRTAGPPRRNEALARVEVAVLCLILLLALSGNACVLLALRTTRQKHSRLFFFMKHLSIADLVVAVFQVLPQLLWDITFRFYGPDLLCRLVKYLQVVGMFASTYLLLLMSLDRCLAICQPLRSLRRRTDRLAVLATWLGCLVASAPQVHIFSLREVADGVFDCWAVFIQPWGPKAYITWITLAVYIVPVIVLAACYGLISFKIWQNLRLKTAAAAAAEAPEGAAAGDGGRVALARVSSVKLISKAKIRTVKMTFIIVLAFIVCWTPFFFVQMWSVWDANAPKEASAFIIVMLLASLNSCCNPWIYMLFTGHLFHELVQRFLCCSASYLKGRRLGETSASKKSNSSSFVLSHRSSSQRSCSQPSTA
PHOSPHO1 block: PubChem AID 1565. Phosphoethanolamine/phosphocholine phosphatase (Homo sapiens), Q8TCT1. recombinant PHOSPHO1, absorbance phosphatase assay. inhibition, % at 13.3 µM. hit rate 1.1% among 290,000; in the data active = inhibition above about 60%
Target sequence (Q8TCT1 whole entry, looked up): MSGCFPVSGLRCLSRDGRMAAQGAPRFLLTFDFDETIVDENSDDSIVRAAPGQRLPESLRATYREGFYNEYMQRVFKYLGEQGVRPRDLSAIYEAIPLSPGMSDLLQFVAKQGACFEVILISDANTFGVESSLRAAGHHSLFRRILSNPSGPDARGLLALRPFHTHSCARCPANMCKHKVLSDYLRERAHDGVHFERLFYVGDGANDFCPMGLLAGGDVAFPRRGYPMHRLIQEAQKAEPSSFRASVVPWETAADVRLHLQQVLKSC
* marks the source's active call; other numbers are inactive results; nt = not tested or not shown.

Below each compound: MEKK2 mut-MEK5	MEKK3 PB1 HTS	PfM18AAP inh	NALP1 yeast inh	DNA FID counter	GPR7 antag	MEKK2 WT-MEK5	OXTR ag	PHOSPHO1 block
COc1ccccc1OCCCOc1ccc(/C=C2\SC(=O)NC2=O)cc1OC
    7	103	5	6	-26	3	107	2.7	14
CCN(CC)c1ccc(C(=O)N/N=C(\C)c2ccc(O)cc2)cc1
    -2	95	-20	24	-15	-12	94	-1.5	-2
O=Cc1ccc(OC(=O)C2CC(=O)N(c3ccc(F)cc3)C2)cc1 (configuration not stated)
    2	102	-3	-4	-2	0	102	0.8	14
O=C(O)c1cccc2cccnc12
    -3	102	4	7	2	-4	101	0.3	13
CCCOc1ccccc1Cn1c(=O)oc2ccc(C)cc21
    -8	97	-24	1	-4	-2	101	-2.5	7
O=C(CNC(=O)c1cc2c(n(-c3ccccc3)c1=O)CCCC2=O)c1ccccc1
    8	103	-1	12	-39	-19	103	0.9	38
CCCCN(CCCC)CCNC(=O)c1cn(CC)c2ccc(S(=O)(=O)N3CCCC3)cc2c1=O
    2	103	-3	8	11	-5	106	0.5	22
O=C(NC(=S)Nc1nc2c(s1)CSc1ccccc1-2)c1ccccc1
    -8	80	17	-2	-5	0	88	0.7	47
Cc1ccc(CN2CCN(/N=C/c3ccc(C)s3)CC2)c(C)c1
    -1	99	-8	1	-1	-11	111	-2.4	22
CC(C)(C)C1CCc2c(sc3ncn(N)c(=N)c23)C1 (configuration not stated)
    5	103	-23	13	-1	-12	113	1.4	24
CCN(CC)CCCOc1ccc(C)cc1Br
    2	100	13	4	5	0	102	1.1	15
Cc1sc(-c2ccncc2)nc1OC(=O)c1ccc(Cl)cc1
    1	106	1	2	-14	-5	105	-2.3	10
COc1ccc(/C=N/NC(=O)CN(C2=NS(=O)(=O)c3ccccc32)c2ccccc2)cc1
    0	107	0	17	-5	-3	109	0.1	-1
C=COCCNC(=O)C(=O)NCC(C)C
    2	99	-13	nt	-2	-2	103	1.2	nt
O=C(NNc1ccc([N+](=O)[O-])cc1)c1ccco1
    5	101	69*	1	-4	-10	107	0.6	19
COCCN(C(=O)CNC(=O)c1ccco1)C(C(=O)NC1CCCC1)c1ccccc1 (configuration not stated)
    -3	98	-17	18	-18	-4	99	0.5	19
CC(=O)N(CCCCN1C(=O)c2ccccc2C1=O)c1ccc(C)cc1
    1	95	0	0	-23	4	96	0.4	11
COCCOc1nc2c(c(=O)n(C)c(=O)n2C)n1CCc1ccccc1
    -2	93	-6	-1	-19	-2	98	1.0	2
O=C(O)CC(SCC(=O)Nc1ccc(Cl)c(S(=O)(=O)N2CCOCC2)c1)C(=O)O (configuration not stated)
    -1	100	5	-55	-9	-13	103	-0.3	36
COc1ccc(OC)c(NC(=S)NN2CCOCC2)c1
    3	104	0	22	2	-4	104	0.9	10
CCOc1cccc2sc(N(CCCN(C)C)C(=O)Cc3ccccc3)nc12
    75*	128	2	-1	15	5	180*	6.4	38
O=C1C=C(NCc2ccccc2)c2ccccc2C1=O
    -8	98	7	-9	1	2	91	nt	37
CC(=O)NS(=O)(=O)c1ccc(N=c2ssc3c2-c2ccc(C)cc2NC3(C)C)cc1
    -1	106	10	27	-27	-4	106	-0.8	5
CCCCNC(=O)CCn1nc(-c2ccc(Cl)cc2)ccc1=O
    6	107	-10	14	-25	-11	104	-1.3	9
Cc1cc(C)c2nc(SCC(=O)N3CCCCC3)c(C#N)cc2c1
    3	101	-5	4	3	-6	102	nt	3
CC(=O)NS(=O)(=O)c1cccnc1Nc1ccc(Cl)cc1
    6	102	-2	8	-3	-13	99	0.5	-20
CCOc1cc(/C=C2\CCC/C(=C\c3cc(Cl)c(O)c(OCC)c3)C2=O)cc(Cl)c1O
    -6	103	16	-3	1	12	90	1.1	-11
Cc1ccc(C2C(C#N)=C(N)OC3=C2C(=O)CC(C)(C)C3)s1 (configuration not stated)
    -27	82	-2	nt	-2	1	78	-0.4	14
CC(C)(CN=C1NS(=O)(=O)c2ccccc21)CNC(=O)c1ccccc1
    9	105	2	10	-18	0	109	2.0	29
Cc1cc(NS(=O)(=O)c2ccc(NC(=O)c3ccc(Cl)cc3Cl)cc2)no1
    0	101	13	-9	-26	-17	97	-1.0	32

Three entries already listed, arranged by their value in NALP1 yeast inh, lowest first.
SMILES	NALP1 yeast inh
CC(=O)N(CCCCN1C(=O)c2ccccc2C1=O)c1ccc(C)cc1	0
CC(=O)NS(=O)(=O)c1cccnc1Nc1ccc(Cl)cc1	8
CCCCNC(=O)CCn1nc(-c2ccc(Cl)cc2)ccc1=O	14

Going on with the list:
Below each compound: MEKK2 mut-MEK5	MEKK3 PB1 HTS	PfM18AAP inh	NALP1 yeast inh	DNA FID counter	GPR7 antag	MEKK2 WT-MEK5	OXTR ag	PHOSPHO1 block
Cc1ccccc1CN1C(=O)C(C)S/C1=N/N=C/c1ccco1 (configuration not stated)
    -22	83	0	nt	-20	-5	89	-2.8	-11
COc1cc(OC)c(NS(=O)(=O)c2ccc3c(c2)NC(=O)CO3)cc1Cl
    3	101	2	-14	-9	-6	104	17	38
Cc1ccccc1-c1nc2sc3c(c2c(=O)n1N)CCCC3
    1	103	12	9	-15	-6	98	-1.1	-7
CCOC(=O)C1CCCN(C(=O)c2cn(CC)c3ccc(S(=O)(=O)N(C)C)cc3c2=O)C1 (configuration not stated)
    1	99	3	-13	-18	-1	98	-0.1	10
C1CCN(c2nc3nonc3nc2N2CCCC2)C1
    2	99	6	-5	2	-8	100	0.2	33
C=CCc1ccc(OCCCCN2CCC(C)CC2)c(OC)c1
    20	107	8	32	10	0	115	0.5	3
O=C(N/N=C/c1cc2c(cc1[N+](=O)[O-])OCO2)c1ccccn1
    2	99	5	nt	5	4	99	0.4	nt
Cc1noc(C)c1C(=O)Nc1ccccn1
    1	98	5	28	0	-8	103	1.4	11
COc1ccccc1NC(=O)c1c(N=Cc2ccccc2O)cnn1C
    -6	99	-3	-16	-2	3	97	0.5	32
Cc1c(C(=O)N2CCOCC2)c(S(=O)(=O)Nc2ccccc2F)c(C)n1C
    0	90	-5	8	-7	-2	93	0.0	43
CCOC(=O)c1ccc(NC(=S)NC(=O)c2nn(CC)cc2Br)cc1
    4	108	-3	20	2	-9	105	-1.2	17
COc1ccc(N2C(=O)C(CC(=O)Nc3ccccc3)N(Cc3cccs3)C2=O)cc1 (configuration not stated)
    10	105	0	16	-8	-19	104	0.2	16
O=C(COc1ccc(Br)cc1)Nc1nc(-c2cccnc2)cs1
    5	102	-11	1	-2	-11	105	0.1	2
COc1cccc(CNC(=O)C2CCN(S(=O)(=O)N3CCCC3)CC2)c1
    2	104	1	13	-2	0	102	0.4	19
Cc1ccc(N2CC(C(=O)NCCCn3ccnc3)CC2=O)cc1 (configuration not stated)
    -5	100	-14	9	0	1	96	1.1	-8
COc1ccc(Cn2nnnc2C(c2ccc(C)cc2)N2CCN(C3CCCC3)CC2)cc1 (configuration not stated)
    -4	97	4	7	10	-6	100	1.1	14
O=C(Nc1cccc(Cl)c1Cl)c1ccc(-c2ccccc2)cc1
    nt	nt	-8	8	0	-13	nt	2.2	21
C1=Nc2c(NCc3ccccc3)ncnc2Oc2ccccc21
    8	98	-9	10	-12	10	103	-2.0	-20
COC(=O)c1cc(-c2c(-c3ccc4c(c3)OCO4)noc2-c2ccsc2)cc([N+](=O)[O-])c1
    4	101	1	21	-4	-1	102	0.2	15
CC(NCc1ccccc1)C1COc2ccccc2O1 (configuration not stated)
    14	109	1	1	2	-21	111	1.1	12
O=C1CNC(=O)N1c1ccc(Cl)cc1
    9	103	0	4	-1	-6	101	1.1	31
CN1CCN(NC(=S)Nc2ccc(Oc3ccccc3)cc2)CC1
    -4	109	1	8	13	-8	106	4.6	34
O=C(CCC(=O)NNc1nc2ccccc2c2nc(-c3ccccc3)nn12)NCCCN1CCCC1=O
    7	105	-7	2	-34	-1	106	0.1	-26
CCn1nc(C)c(/C=N/NC(=O)c2ccc3c(c2)c(C)c(C)n3Cc2ccccc2)c1C
    nt	nt	9	1	-25	9	nt	-2.0	23
COc1ccc(N2CCN(Cc3nc(N)nc(Nc4ccc(C)c(Cl)c4)n3)CC2)cc1
    7	100	12	-4	-5	-9	107	-2.6	-18
Cc1cc(C(=O)N2CCC(C(=O)O)CC2)c(C(F)(F)F)o1
    1	110	-8	2	0	-7	107	0.2	20
CCCCCc1nnc(NC(=O)Cc2ccc([N+](=O)[O-])cc2)s1
    3	103	5	4	-2	-14	103	1.1	6
COc1cccc(-n2nnnc2SCC(=O)NCc2ccco2)c1
    4	105	8	30	-7	14	102	-2.1	18
N#CC1=C(N)NC(SCC(=O)O)=C(C#N)C12CCCC2
    5	105	3	24	-3	-4	104	0.3	2
COc1ccccc1N1CCN(C(=O)c2c(C)noc2C)CC1
    -15	92	6	14	-7	-14	91	0.7	21

Other compounds
Below each compound: MEKK2 mut-MEK5	MEKK3 PB1 HTS	PfM18AAP inh	NALP1 yeast inh	DNA FID counter	GPR7 antag	MEKK2 WT-MEK5	OXTR ag	PHOSPHO1 block
CCCCN1C(=O)C(NC(=O)CC(C)C)(C(F)(F)F)C2=C1CC(C)(C)CC2=O (configuration not stated)
    -5	92	-4	-12	-7	-7	94	-1.1	41
O=C(COc1ccc(Br)cc1)N/N=C1/SCC(=O)N1Cc1ccco1
    -6	102	1	-6	-23	3	96	0.2	-7
O=C(N/N=C/c1cccc(C(F)(F)F)c1)c1ccccc1O
    -2	101	16	-6	-3	-3	99	7.0	36
Cc1ccc(-n2nnnc2-c2cnn(-c3cccc(F)c3)c2C(F)(F)F)cc1
    1	107	4	-38	-25	-1	100	2.4	-14
Cc1ccc(NC2SC(=O)N(Cc3cccc(C(=O)O)c3)C2=O)cc1 (configuration not stated)
    5	100	-15	-3	-33	29*	110	0.3	5
CS(=O)(=O)N(CC(=O)N1CCCCCC1)c1cccc([N+](=O)[O-])c1
    6	107	-2	0	-2	-5	106	-0.4	14
Cc1ccc(Nc2nc(-c3c(C)nc4ccccn34)cs2)cc1
    12	108	17	9	8	18	115	2.3	39
CCOC(=O)c1c(NC(=O)Nc2ccc(C)cc2)sc2c1CCN(C)C2
    15	107	-6	6	0	-3	119	1.2	1
COc1cccc(C2=NNC(=NCc3ccccc3)SC2)c1
    -3	91	-13	14	-4	-6	96	0.6	-33
O=C(N/N=C/c1cccs1)c1cc(C2CC2)nc2ccccc12
    -2	103	6	22	0	5	100	-1.7	12
O=C(NC(Cc1ccccc1)C(=O)NC(Cc1ccccc1)C(=O)O)c1ccccc1 (configuration not stated)
    -3	95	-7	6	-34	-10	98	0.3	23
COc1ccccc1Cn1c(SCC(N)=O)nc2c(oc3ccccc32)c1=O
    -5	94	8	8	-8	-6	97	nt	10
O=C1Nc2ccccc2C(=O)N2[C@H](c3ccccc3)[C@@H]3C(=O)N(Cc4ccccc4)C(=O)[C@@H]3[C@H]12
    -3	101	-3	23	-37	0	94	2.9	15

High-throughput results from PubChem BioAssay.
